14-3-3 PPI – modulators of 14-3-3 gamma protein binding, primary screen, biochemical, fluorescence polarization; FP, 14-3-3gamma / TMR-pS259-Raf peptide binding; inhibition, % at 40 µM; 160,000 tested, 0.19% active; AID 422, 2006; in the data active = inhibition above about 30%;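 also: 0% = protein plus tracer without compound and 100% = blank with tracer alone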
Target sequence (P61981 whole entry, looked up): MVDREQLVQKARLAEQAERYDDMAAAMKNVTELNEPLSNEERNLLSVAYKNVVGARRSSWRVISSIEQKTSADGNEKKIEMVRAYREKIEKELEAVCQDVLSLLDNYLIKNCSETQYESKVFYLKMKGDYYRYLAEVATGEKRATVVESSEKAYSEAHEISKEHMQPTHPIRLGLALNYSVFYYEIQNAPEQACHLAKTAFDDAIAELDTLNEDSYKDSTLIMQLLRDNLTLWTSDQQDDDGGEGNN
Starred values were filed as active, the others as inactive; + = active, no number; & = joins results of further samples. This is a subset, so the mix of outcomes need not match the whole.

14-3-3 PPI	structure
-6	CCc1ccc(NC(=O)CCS(=O)(=O)c2cc(Br)cc3c2N(C(C)=O)CC3)cc1
16	Cc1ccccc1OCc1nc(C#N)c(N2CCC(C(N)=O)CC2)o1
0	CC(C)c1ccc(OC(=O)CN2C(=O)c3ccccc3C2=O)cc1
0	Cc1ccc(-c2nc(S(=O)(=O)c3ccc(C)cc3)c(N3CCCCCC3)o2)cc1
-49	Cc1cc(-c2ccccc2)nc2cc(C(=O)N3CCCCCC3)nn12
-22	CCOC(=O)c1ccc2nc(C)cc(Nc3cccc(Cl)c3C)c2c1
2	CC(NC(=O)c1ccc2c(c1)OCCO2)C(=O)O (stereo not given)
-10&-11	COCCn1c(=S)[nH]c2cc(OC)c(OC)cc2c1=O
-4	Cc1cc(NC(=O)CSc2nnc3c(C)cc4cc(C)c(C)cc4n23)no1
-4	O=C(O)c1c[nH]ccc1=O
2	CCOC(=O)C1=C(C)NC(=O)NC1c1ccc(OCC(=O)Nc2ccccc2)c(OC)c1 (stereo not given)
-20	Cc1ccc(C)n1-c1cc(C(=O)O)cc(C(=O)O)c1
-16	N#Cc1c(NC(=O)COc2ccccc2Br)sc2c1CCC2
-41	CC1CCc2c(sc(NC(=O)c3cc(-c4ccc(Br)cc4)on3)c2C(N)=O)C1 (stereo not given)
-1	O=C(Nc1c2c(nn1-c1ccc(F)cc1)CS(=O)(=O)C2)c1cc(Cl)ccc1[N+](=O)[O-]
9	Cc1nn(Cc2ccc(Cl)cc2)c(C)c1NC(=O)CCC(=O)O
2	Cc1cccc(OCC(=O)N2CCC(c3ccccc3)C2)c1 (stereo not given)
-10	COc1ccc(N2C(=O)CC(C(=O)NCCC3=CCCCC3)C2c2ccc(F)cc2)cc1 (stereo not given)
-8	N#Cc1c(N=Cc2ccc(Cl)c([N+](=O)[O-])c2)sc2c1CCCC2
1	CCOC(=O)c1c(NC(=O)c2cc3n(n2)C(C(F)(F)F)CC(c2ccc(C)cc2)N3)sc2c1CCCC2 (stereo not given)
-7	CC(=O)NCCn1c(SCC(=O)NCC2CCCO2)nc2ccccc2c1=O (stereo not given)
-3	CSc1nc(-c2ccccc2)cc(-c2cccs2)c1C#N
-3	O=C(Nc1nncs1)c1c(O)c2cccc3c2n(c1=O)CC3
0	O=C(NCCC1=CCCCC1)c1ccc(N2CC3CC(C2)c2cccc(=O)n2C3)c(NC(=O)c2ccccc2Cl)c1 (stereo not given)
-4	COC(=O)CCCCCC(CCC(=O)OC)NC(C)=O (stereo not given)
6&0	CCOC(=O)c1cc2c(=O)n3cccc(C)c3nc2n(CCc2ccccc2)c1=N
-10	CCOc1cc(C(=O)N2CC(=O)Nc3ccc(F)cc3C2c2ccc(F)cc2)cc(OCC)c1OCC (stereo not given)
-50	O=C1CC(NCCN2CCOCC2)C(=O)N1c1ccc(Br)cc1 (stereo not given)
-7	CCCCNC(=O)c1cccc(NS(=O)(=O)c2ccc(Cl)cc2)c1
-6	CCOC(=O)c1c(NC(=O)C(C)Sc2cn(C)c3ccccc23)sc2c1CCCCC2 (stereo not given)

Next part; the last 6 above are carried over.
14-3-3 PPI	structure
-4	COC(=O)CCCCCC(CCC(=O)OC)NC(C)=O (stereo not given)
6&0	CCOC(=O)c1cc2c(=O)n3cccc(C)c3nc2n(CCc2ccccc2)c1=N
-10	CCOc1cc(C(=O)N2CC(=O)Nc3ccc(F)cc3C2c2ccc(F)cc2)cc(OCC)c1OCC (stereo not given)
-50	O=C1CC(NCCN2CCOCC2)C(=O)N1c1ccc(Br)cc1 (stereo not given)
-7	CCCCNC(=O)c1cccc(NS(=O)(=O)c2ccc(Cl)cc2)c1
-6	CCOC(=O)c1c(NC(=O)C(C)Sc2cn(C)c3ccccc23)sc2c1CCCCC2 (stereo not given)
-3	CCCCOc1ccc(C(=O)Nc2ccc(N3CCN(C(=O)C(C)C)CC3)cc2)cc1
3	CC(C)CCN1C(=O)c2ccccc2C1C(=O)NC1CCCCC1 (stereo not given)
-13	CCS(=O)(=O)N1CCN(c2ccc([N+](=O)[O-])c(N3CCc4ccccc4C3)c2)CC1
-101	CN1CCN(c2c(CN3CCCCC3)c(=O)oc3ccccc23)CC1
0	O=c1[nH]c2ccc(Cl)cc2[nH]1
-2	CCSc1nnc2c(n1)OC(c1cccc(OC)c1OCC(=O)O)Nc1ccccc1-2 (stereo not given)
-3	CCCC(=O)N(c1ccc2oc(C)c(C(C)=O)c2c1)S(=O)(=O)c1ccc(CC)cc1
-4	CCOC(=O)c1cc2c(=O)n3ccccc3nc2n(CC(C)C)c1=NC(=O)C(C)(C)Oc1ccc(Cl)cc1
-1	O=C(c1cc(-c2cccc(Cl)c2)on1)N1CCCCCC1
-7	Nc1ccc(-c2nc3cc(N)c(Cl)cc3[nH]2)cc1
-103	Cc1ccc(C(C(=O)NC2CCCC2)N2CC(C)CC(C)C2)cc1 (stereo not given)
-1	CCCOC(=O)c1c(-c2ccccc2)nc(CC)c(C(=O)SCC)c1CCC
1	COc1ccc(NC(=O)c2cc3c(CO)cnc(C)c3oc2=Nc2ccccc2OC)c(OC)c1
-9	CCCC1=NN(S(=O)(=O)c2ccccc2)C(O)(C(F)(F)F)C1 (stereo not given)
-7	Cc1sc2ncnc(SCC(=O)Nc3c(C)n(C)n(-c4ccccc4)c3=O)c2c1C
-5	COCCCNC(=O)CSc1nc2ccc(N3CCOCC3)cc2c(=O)n1CCc1ccccc1
-2	CCOc1ccc2ccccc2c1C(=O)Nc1cc(=O)n(C)c(=O)n1C
-7	CCOC(=O)c1sc2nc(C)nc(N(C)Cc3ccccc3)c2c1C
-3	COc1ccc(CC(=O)N2N=C(c3ccc(F)cc3)CC2(O)C(F)(F)F)cc1OC (stereo not given)
4	O=C(O)Cn1c(C(F)(F)F)nc2ccccc21
0	O=C(Nc1ccccc1)c1ccccc1O
-6	O=C(NCc1ccccc1Cl)c1ccc2c(=O)n(Cc3cccc(Br)c3)c(=S)[nH]c2c1
-1	CC(C)c1ccc(NC(=O)C2CCCN(S(=O)(=O)c3cnc[nH]3)C2)cc1 (stereo not given)
1	Cc1cccc(NC(=O)c2ccc(N3CC4CC(C3)c3cccc(=O)n3C4)c(NC(=O)c3cccc(C(F)(F)F)c3)c2)n1 (stereo not given)
-19	O=C(Oc1ccc2c(=O)c(Oc3ccccc3Br)coc2c1)c1cccs1
8	O=C(c1nn2c(C(F)(F)F)cc(-c3ccc(Cl)cc3)nc2c1Cl)N1CCCC1
0	COC(=O)C1=C(C(=O)OC)SC2(S1)C(C(=O)OC)=C(C(=O)OC)SC1=C2c2ccccc2N(C(C)=O)C1(C)C
-9	COc1ccc(C2C(C(=O)Nc3ccc(Br)cc3C)c3cc(OC)c(OC)cc3C(=O)N2C)cc1OC (stereo not given)
-10	COc1ccc(-n2c(SCC(N)=O)nc3c([nH]c4ccccc43)c2=O)cc1
-33	O=c1c(C=NCCCn2ccnc2)c(-c2ccccc2)[nH]n1-c1nc2ccccc2s1

Molecules shown so far that contain a nitro group on carbon, in the order listed:
14-3-3 PPI	structure
-1	O=C(Nc1c2c(nn1-c1ccc(F)cc1)CS(=O)(=O)C2)c1cc(Cl)ccc1[N+](=O)[O-]
-8	N#Cc1c(N=Cc2ccc(Cl)c([N+](=O)[O-])c2)sc2c1CCCC2
-13	CCS(=O)(=O)N1CCN(c2ccc([N+](=O)[O-])c(N3CCc4ccccc4C3)c2)CC1

(more compounds)
14-3-3 PPI	structure
-5	COc1ccc(C2c3sc(=O)[nH]c3SC3C4CC(C5C(=O)N(c6cccc(C(F)(F)F)c6)C(=O)C45)C23)cc1 (stereo not given)
5	CCCN(CCC)C(=O)c1cc2c(=O)n3cccc(C)c3nc2s1
-5	CCNc1nc(NCC)nc(N(C)n2cnnc2)n1
-12	O=C(O)c1cc(-c2ccc3ccccc3c2)n[nH]1
-34	Cc1[nH]c2ccccc2c1C(=O)CSc1ncnc2sc3c(c12)CCCC3
-3	Clc1ccc(-c2nc(-c3ccccn3)no2)cc1Cl
2	CC(=O)NC(Cc1ccccc1)C(=O)NC1CCN(C(=O)c2cnccn2)CC1 (stereo not given)
-74	CCCCSc1nnc2c(n1)OC(c1cccc(C)n1)Nc1ccc(Br)cc1-2 (stereo not given)
-2	CC(=O)NC1=NN(C(C)=O)C(C)(c2ccc(C)cc2)S1 (stereo not given)
-54	Nc1c(C(=O)Nc2ccc(F)cc2)sc2nc3c(c(-c4ccco4)c12)CCC3
-8	Fc1cccc(Nc2cc(-n3cccn3)ncn2)c1
-3	Cc1cc(C(=O)OC(C)C(=O)OC(C)C)ccc1[N+](=O)[O-] (stereo not given)
-20	O=C(Cc1ccc(-n2c(=O)c3ccccc3n(Cc3cc(=O)n4ccccc4n3)c2=O)cc1)NC1CCCC1
1	CN1C2=C(C(=O)CCC2)C(c2ccc(O)cc2)C2=C1CCCC2=O
-1	CCOc1cc(CN2CCN(c3ccc(C(C)=O)cc3)CC2)ccc1OC
-3	C=CCn1c(SCC(=O)c2ccc(CC)cc2)nnc1-c1cccc(OC)c1
-14	C=CCn1c(SCC(=O)Nc2nnc(CC)s2)nnc1-c1ccco1
-1	CCOC(=O)c1c(-c2ccccc2)oc2ccc(OC(=O)c3cccs3)cc12
38*	COc1ccc(Nc2cc(C)nc3ccccc23)cc1
-3	COc1ccc(C2C(C(=O)Nc3ccccc3F)CCC(=O)N2c2cc(OC)c(OC)c(OC)c2)cc1 (stereo not given)
-15	Cc1nc2c(C(=O)NCC3CCCO3)c[nH]n2c(=O)c1Cc1ccccc1Cl (stereo not given)
6	Nc1nnc(C2CCCO2)s1 (stereo not given)
-6	O=c1c(F)cn(Cc2ccc(Br)cc2)c(=O)n1Cc1ccc(Br)cc1
-14	CCOc1ccccc1OCC(=O)Nc1ccc(S(=O)(=O)N(C)C)cc1
1	CC(=O)c1ccc(C(C)(C)C)cc1NC(=O)c1ccc(Br)cc1
-12	COc1ccc2oc(C(=O)c3ccccc3)c(NC(=O)CN3CCN(C)CC3)c2c1
-3	CC(=O)N1CCc2cc(S(=O)(=O)Nc3ccc(C)cn3)ccc21
0	Cc1ccc(SCc2nnc(N)s2)cc1
-9	CCn1nnnc1NCc1cccn1C
-9	CCC(=O)N1CCc2cc(OC)c(OC)cc2C1COc1ccc(C(C)C)cc1 (stereo not given)

Shown as a hit in 14-3-3 PPI (from the list above):
14-3-3 PPI	structure
38*	COc1ccc(Nc2cc(C)nc3ccccc23)cc1

The listing continues.
14-3-3 PPI	structure
-6	CCN1CCN(C(c2ccc(OC)c(OC)c2)c2nnnn2C(C)(C)C)CC1 (stereo not given)
9	CCCCSc1nc(N)c(NC(=O)c2ccco2)c(=O)[nH]1
+	CN(c1ccc(F)cc1)S(=O)(=O)c1ccc2[nH]cc(C(=O)NCc3ccccn3)c(=O)c2c1
1	O=C(NCC1CCCO1)c1ccc(CS(=O)(=O)Cc2ccc(F)cc2)o1 (stereo not given)
-169	CCS(=O)(=O)Nc1ccc(C2=NN(S(=O)(=O)c3ccc(F)cc3)C(c3ccc(F)cc3)C2)cc1 (stereo not given)
-9	O=C(c1cccc(F)c1)N1CCN(C(=O)c2ccco2)CC1
-2	Cc1ccc(OCCCCCc2c(C)n[nH]c2C)cc1
-7	CCc1c(C)sc(NC(=O)c2ccco2)c1C(=O)N1CCOCC1
-12	CC1CCCCC1NC(=O)Cn1c(CN2CCCCC2)nc2ccccc2c1=O (stereo not given)
-5	COc1cc(C=Nc2cccc3c(=O)[nH][nH]c(=O)c23)c([N+](=O)[O-])cc1OC
4	Cc1noc(C)c1S(=O)(=O)NCc1ccc(F)cc1
-5	Cc1nn(-c2ccccc2)c2sc(C(=O)N3CCOCC3)cc12
-1	Cn1c(-c2ccc(F)cc2)cnc1SCC(=O)Nc1ccccc1N1CCOCC1
1	Cc1ccc(C)c(OCC(=O)Nc2ccc3c(c2)OCO3)c1C
0	COc1ccc2oc(=Nc3ccccc3C)c(C(=O)NC(C)=O)cc2c1
-33	COc1ccc(OCC(=O)Nc2ccc(-c3nc4cc(Cl)ccc4o3)cc2)cc1
-8	COC(=O)Nc1nc2c(C)cccc2s1
-5	COCCn1nnnc1C(C(C)C)N(Cc1ccccc1)Cc1cc2cc(OC)ccc2[nH]c1=O (stereo not given)
10	Cc1ccc(-c2n[nH]c(=S)n2-c2ccccc2)cc1
-3	COc1ccc(OC)c(NC(=O)CSc2nc3c(c(=O)n(C)c(=O)n3C)n2C)c1
-145	CCC(C)n1c(=N)c(C(N)=O)cc2c(=O)n3ccccc3nc21 (stereo not given)
0	Cc1ccc(C(=O)C2=C(O)C(=O)N(CCN(C)C)C2c2ccccn2)o1 (stereo not given)
-4	O=C(O)C(CC(=O)N1CCOCC1)NCc1ccccc1 (stereo not given)
-8&-7	O=C(c1ccc(Cn2c(=O)[nH]c3ccccc3c2=O)cc1)N1CCN(c2ccc(F)cc2)CC1
1	O=C(CNC(=O)c1ccc(Br)cc1)OCC(=O)c1cccc([N+](=O)[O-])c1
-13	CC1(C)C(C=C(Cl)Cl)C1C(=O)Nc1cccc(C(F)(F)F)c1 (stereo not given)
-10	OC(CN1CCOCC1)C12CC3CC(CC(C3)C1)C2 (stereo not given)
-3	Cc1[nH]c2ccccc2c1SCCNC(=O)c1ccccc1[N+](=O)[O-]
-13	Cc1c(NC(=O)c2ccco2)cccc1-c1nc2cccnc2s1
-4	Clc1ccc(OCc2nc(-c3ccccn3)no2)c(Br)c1

Taken from above:
CCC(C)n1c(=N)c(C(N)=O)cc2c(=O)n3ccccc3nc21 (stereo not given) | 14-3-3 PPI = -145
Cc1ccc(C(=O)C2=C(O)C(=O)N(CCN(C)C)C2c2ccccn2)o1 (stereo not given) | 14-3-3 PPI = 0
O=C(CNC(=O)c1ccc(Br)cc1)OCC(=O)c1cccc([N+](=O)[O-])c1 | 14-3-3 PPI = 1

Other structures.
14-3-3 PPI	structure
-16	Cc1nc(C)c(C(=O)Nc2cccc(C)c2C)o1
-10	COC(=O)c1ccc2c(c1)sc(=NC(=O)c1ccc(S(=O)(=O)N3CCCC3)cc1)n2C
-5	COc1ccccc1C(=O)Nc1ccc2nc(SCC(=O)N3CCc4ccccc43)sc2c1
4	CCN(CC)CCOc1ncnc2c1oc1ccccc12

From PubChem BioAssay
